# Vif-A3G inh: inhibitors of Vif-APOBEC3G interaction | Q9HC16 | HeLa A3G-eYFP + Vif (tagged APOBEC3G with the HIV-1 protein that degrades it), YFP fluorescence, overnight | Potency, µM (series often up to 46.1 µM), without a hit: top-dose activity, negative = active, hits mostly inhibitors | 410,000 compounds, 0.076% hits;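 also: potency is read from the fitted curve at half-maximal effect; % is scaled to controls: 0 for no effect and ±100 for the full control effect; nearly all actives have a fitted effect of over 60% in size; hits raise eYFP signal because A3G escapes Vif-driven loss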
# Target sequence (Q9HC16 whole entry, looked up): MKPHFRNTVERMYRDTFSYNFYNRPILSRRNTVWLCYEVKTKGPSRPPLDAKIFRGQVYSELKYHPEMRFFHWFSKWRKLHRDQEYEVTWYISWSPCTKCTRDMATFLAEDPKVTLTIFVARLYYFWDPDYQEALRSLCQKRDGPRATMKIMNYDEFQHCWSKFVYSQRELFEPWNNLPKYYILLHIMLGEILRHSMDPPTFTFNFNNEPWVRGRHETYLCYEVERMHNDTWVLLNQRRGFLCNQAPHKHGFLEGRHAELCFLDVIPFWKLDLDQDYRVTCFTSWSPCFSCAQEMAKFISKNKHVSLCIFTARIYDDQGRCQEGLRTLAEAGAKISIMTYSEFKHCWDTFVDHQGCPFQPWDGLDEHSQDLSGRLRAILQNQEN
#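 HeLa cells stably expressing Vif and C-terminally eYFP-tagged A3G, seeded overnight at 37 deg C, then exposed to compound by pintool overnight at 37 deg C. Rise in yellow fluorescence (Ex 488/Em 500-530, Acumen) marks blocked Vif-driven A3G degradation.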
# LDHA block: blocks human lactate dehydrogenase A; 480,000 compounds, 0.15% hits; purified LDHA, NADH/diaphorase-resazurin fluorescence; hits give low values; activity change, % (values are at about 110 or 230 µM); in the data active = activity change below about -30%; inconclusive = mostly about -25% to -30%;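 also: plate controls were DMSO wells for no effect and wells without enzyme for full effect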
#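 Remaining NADH was detected by diaphorase (0.133 mg/mL) converting 37 µM resazurin to fluorescent resorufin, read at 0 and 20 minutes. The preceding 5-minute room-temperature reaction used 2 nM LDHA, 0.2 mM sodium pyruvate and 0.06 mM NADH at pH 7.4.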
# D1 potentiator: potentiators of human D1 dopamine receptor | P21728 | HEK293 TREx D1 cells, calcium flux, dopamine EC20 potentiation | potentiation, % at 10 µM | 360,000 compounds, 0.036% hits; in the data active = potentiation above about 30%; also: 0% is about no effect
# Target sequence (P21728 whole entry, looked up): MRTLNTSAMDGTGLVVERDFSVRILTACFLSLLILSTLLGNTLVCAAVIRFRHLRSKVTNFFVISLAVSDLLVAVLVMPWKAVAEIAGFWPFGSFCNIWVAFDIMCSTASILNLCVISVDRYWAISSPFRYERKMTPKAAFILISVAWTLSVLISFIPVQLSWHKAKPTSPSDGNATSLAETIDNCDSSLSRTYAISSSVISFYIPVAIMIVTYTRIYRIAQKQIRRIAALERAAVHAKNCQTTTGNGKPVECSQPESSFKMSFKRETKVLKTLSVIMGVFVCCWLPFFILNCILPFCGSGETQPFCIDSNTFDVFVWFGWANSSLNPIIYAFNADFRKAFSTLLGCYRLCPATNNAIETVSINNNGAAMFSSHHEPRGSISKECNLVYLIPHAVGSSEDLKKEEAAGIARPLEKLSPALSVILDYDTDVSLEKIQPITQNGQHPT
# D1 agonist: agonists of human D1 dopamine receptor | HEK293 T-REx D1 cells, calcium flux, agonist mode | activation, % at 2 µM | 360,000 compounds, 1% hits | AID 504660; in the data active = activation above about 30%; also: 0% is about no effect
#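 Agonism was scored from calcium flux recorded over 180 s (1 read/s) after pintool compound addition, following a 10-cycle baseline. Cells were inducible force-coupled HEK293 TREx D1, plated overnight at 30 C and loaded with no-wash calcium dye.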
# D1 antag: blocks dopamine activation of the human D1 receptor; HEK293 TREx D1 cells, calcium flux, dopamine EC80; hits give low values; activity change, negative = inhibition, % at 10 µM; 360,000 compounds, 3.2% hits; AID 504652; in the data active = activity change below about -30%; also: % is scaled to controls: 0 for no effect and ±100 for the full control effect
#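 Inducible Hek293 Trex D1 cells (tetracycline, overnight, 30 C). Calcium dye 30–90 min RT. Antagonist mode: EC80 dopamine added after 180 s compound read.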
# Glioma ERSR ind: induces the endoplasmic reticulum stress response in human glioma cells | U87-MG GRP78 promoter luciferase reporter, 16 h | Potency, µM, inactives show top-dose activation, hits mostly activators | 420,000 compounds, 0.02% hits; also: potency is read from the fitted curve at half-maximal effect; series mostly up to about 76 µM; % of control where 0% means no effect; nearly all actives have a fitted effect of over 35% in size
#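 Stably transfected U87-MG glioma cells carrying a GRP78-based luciferase sensor; 16 h compound incubation. Luminescence end-point read 10 min after Bright-Glo addition at room temperature.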
# D2 potentiator: positive allosteric modulators of human D2 dopamine receptor; P14416; HEK293 T-REx D2, calcium flux, EC20 dopamine potentiation; potentiation, % at 10 µM; 340,000 compounds, 0.34% hits; AID 485347;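 active = potentiation over 3 SD above the plate norm, cut at about 30% in these data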; also: 0% is about no effect
#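 Potentiation of an EC20 dopamine calcium response measured kinetically over 180 s, after a preceding 180 s compound-only read flagging agonists. Cells: inducible Hek293 Trex D2 line, 4000/well, cultured overnight at 30 C before dye loading.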
# Vif-A3F inh: inhibitors of Vif-A3F interaction | HeLa A3F-eYFP + Vif (tagged APOBEC3F with the HIV-1 protein that degrades it), YFP fluorescence increase | Potency, µM (highest dose often 46.1 µM), inactives show top-dose activity, negative = active | 390,000 compounds, 0.2% hits | AID 602313; also: potency is read from the fitted curve at half-maximal effect; % of control where 0% means no effect; nearly all actives have a fitted effect of over 65% in size
#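 HeLa cells stably expressing Vif plus C-terminally eYFP-tagged A3F were seeded, incubated overnight at 37 deg C, dosed with compound, incubated overnight again at 37 deg C. Yellow fluorescence (Ex 488/Em 500-530) reported blocked Vif-mediated A3F-eYFP degradation.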
# RXFP1 agonist: RXFP1 (human) receptor agonism; 370,000 compounds, 0.3% hits; Q9HBX9; HEK293T-RXFP1 cAMP TR-FRET, 30 min; response scale: percent of porcine relaxin response, buffer zero; Potency, µM (titrated, usually from 57.5 µM), for inactives: at the highest dose activation, hits mostly activators; also: potency is read from the fitted curve at half-maximal effect; % is scaled to controls: 0 for no effect and ±100 for the full control effect; nearly all actives have a fitted effect of over 60% in size; many of its hits are not listed in these tables
#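 HEK293T cells stably expressing RXFP1 were pretreated with the PDE4 inhibitor Ro 20174, exposed to compounds for 30 min at 37C, lysed, and cAMP was read by TR-FRET. Data normalized to buffer (basal) and 29 nM porcine relaxin (100%).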
# Starred values were filed as active, the others as inactive; ? = inconclusive; nt = no result given; & = joins results of further samples. Unless noted, calls follow the shape of the dose curve; as a rule, active = well fitted curve in the direction sought with a large enough effect; inconclusive = small, poorly fitted or top-dose-only effect, or another doubt; inactive = no such curve, though single readings can be large; an effect the other way counts as inactive or inconclusive.
nr	molecule	LDHA block	D1 potentiator	Vif-A3F inh	Vif-A3G inh	Glioma ERSR ind	D1 antag	RXFP1 agonist	D1 agonist	D2 potentiator
1	C=CCn1c(SCC(=O)Nc2ccc(O)cc2)nc2sc(CC)cc2c1=O	-11	-2	-12%	-9%	3%	-31*	1.0%	0	3
2	CCOC(=O)N1CCN(c2cc(=O)n(C)c(=O)n2C)CC1	-10	1	-1%	2%	-5%	15	11%	4	-8
3	COCC(C)NC(=O)c1ccc(-n2nc(C(F)(F)F)cc2-c2cccs2)cc1 (stereo not drawn)	-3	-2	2%	-6%	-3%	6	0.9%	4	8
4	O=C(Nc1cccc(-n2cnnn2)c1)C1CCCN(C(=O)Cc2cccc(Cl)c2)C1 (stereo not drawn)	-7	nt	-6%	0%	-3%	nt	nt	nt	nt
5	CCCCN(CCCC)C(=O)c1cc(Cl)ccc1[N+](=O)[O-]	2	-1	-6%	4%	-1%	-12	2.5%	1	0
6	COc1ccc(/C=C2\SC(=S)NC2=O)cc1OS(=O)(=O)c1ccc(NC(C)=O)cc1	-11	0	-8%	-20%	2%	7	-0.8%	3	2
7	Cc1c(NC(=O)Nc2ccc(F)cc2)c(=O)n(-c2ccccc2)n1C	-8	-5	18%	-5%	3%	-18	0.0%	0	-4
8	O=C(CC1(O)C(=O)Nc2ccccc21)c1ccc(-n2cccc2)cc1 (stereo not drawn)	-8	1	4%	0%	-2%	25	0.1%	2	7
9	COc1cc2c(cc1NC(=O)CCC(=O)O)oc1ccccc12	-6	-4	1%	-8%	-1%	-9	-1.4%	0	10
10	CC(C)N(C(=O)[C@H]1C[C@H](CC(=O)NCc2ccco2)C(=O)N2CCc3c([nH]c4cc(-c5ccco5)ccc34)[C@]12C)C(C)C	-5	nt	1%	0%	-1%	nt	nt	nt	nt
11	COc1cc(/C=N/NC(=O)c2cc3c(ccc4ccccc43)o2)cc(OC)c1O	nt	0	nt	nt	nt	-2	-0.4%	-1	11
12	Cc1ccc(NC(=O)NCc2c(C)nn(C)c2C)cc1Cl	-2	-2	1%	1%	3%	-5	2.6%	2	12
13	Cn1c(Cc2nc(-c3cnccn3)no2)nnc1SCC(=O)Nc1ccccc1	4	4	20%	-4%	3%	-87*	1.3%	0	4
14	Cc1ccc(S(=O)(=O)N2CCC(C(=O)N3CCc4ccccc43)CC2)cc1	-4	-7	3%	-1%	-5%	6	0.5%	1	-8
15	Cc1ccc(S(=O)(=O)NCC(=O)N(CC(=O)NCc2ccccc2)CC2CCCO2)cc1 (stereo not drawn)	-4	-5	1%	1%	-1%	7	-0.3%	-1	4
16	CCC(OC(=O)c1nsc(Cl)c1Cl)C(=O)NCCc1ccccc1 (stereo not drawn)	-12	-4	-9%	1%	0%	-10	0.4%	-1	4

# Eight of these compounds in a different format.
# Values run as follows: LDHA block, D1 potentiator, Vif-A3F inh, Vif-A3G inh, Glioma ERSR ind, D1 antag, RXFP1 agonist, D1 agonist, D2 potentiator
6	COc1ccc(/C=C2\SC(=S)NC2=O)cc1OS(=O)(=O)c1ccc(NC(C)=O)cc1
 : -11, 0, -8%, -20%, 2%, 7, -0.8%, 3, 2
7	Cc1c(NC(=O)Nc2ccc(F)cc2)c(=O)n(-c2ccccc2)n1C
 : -8, -5, 18%, -5%, 3%, -18, 0.0%, 0, -4
8	O=C(CC1(O)C(=O)Nc2ccccc21)c1ccc(-n2cccc2)cc1 (stereo not drawn)
 : -8, 1, 4%, 0%, -2%, 25, 0.1%, 2, 7
9	COc1cc2c(cc1NC(=O)CCC(=O)O)oc1ccccc12
 : -6, -4, 1%, -8%, -1%, -9, -1.4%, 0, 10
10	CC(C)N(C(=O)[C@H]1C[C@H](CC(=O)NCc2ccco2)C(=O)N2CCc3c([nH]c4cc(-c5ccco5)ccc34)[C@]12C)C(C)C
 : -5, nt, 1%, 0%, -1%, nt, nt, nt, nt
11	COc1cc(/C=N/NC(=O)c2cc3c(ccc4ccccc43)o2)cc(OC)c1O
 : nt, 0, nt, nt, nt, -2, -0.4%, -1, 11
12	Cc1ccc(NC(=O)NCc2c(C)nn(C)c2C)cc1Cl
 : -2, -2, 1%, 1%, 3%, -5, 2.6%, 2, 12
13	Cn1c(Cc2nc(-c3cnccn3)no2)nnc1SCC(=O)Nc1ccccc1
 : 4, 4, 20%, -4%, 3%, -87*, 1.3%, 0, 4

# (further entries)
nr	molecule	LDHA block	D1 potentiator	Vif-A3F inh	Vif-A3G inh	Glioma ERSR ind	D1 antag	RXFP1 agonist	D1 agonist	D2 potentiator
17	O=C(COc1ccccc1)Nc1ccccc1NS(=O)(=O)c1cccs1	-3	-3	-23%	-8%	-5%	3	1.7%	4	-6
18	Cc1ccc(C(=O)N2CCCC(C(=O)Nc3cccc(-c4ccc(F)cc4)c3)C2)cn1 (stereo not drawn)	-1	-10	-4%	1%	2%	0	-0.5%	5	-1
19	CCOc1cccc(C(=O)NC(=S)Nc2ccc(Cl)cc2C(=O)O)c1	-5	-4	15%	-1%	-3%	6	21%	-1	6
20	CCNC(=O)C1CCCN(c2nc(C)cc(C)n2)C1 (stereo not drawn)	-10	2	-2%	2%	2%	-12	2.0%	4	-1
21	CC(Oc1cc2oc(=O)c3c(c2cc1Cl)CCCC3)C(=O)NCc1cccnc1 (stereo not drawn)	1	-3	1%	3%	-3%	7	1.3%	3	0
22	Cc1ccc(S(=O)(=O)N2CCOCC2)cc1NC(=O)CSc1nnc(NC2CC2)s1	-16	-8	0%	0%	-6%	9	-0.8%	2	7
23	Cc1cccc(NC(=O)Cn2nc(N3CCN(c4ccccc4)CC3)ccc2=O)c1C	-7	0	2%	-2%	3%	17	0.4%	0	11
24	O=S(=O)(NC1=NCCC1)c1ccc(F)cc1F	0	4	-5%	-1%	-4%	-8	0.2%	1	0
25	CC1CCCN(CCCNC(=O)c2ccc3c(c2)N(Cc2ccccc2F)C(=O)c2ccccc2S3(=O)=O)C1 (stereo not drawn)	-1&1	-3&-3	-13%&-5%	0%&2%	-7%&-6%	3&-11	2.9%&1.1%	11&29	-17&-25
26	O=C(O)C1CCCC[C@H]1C(=O)Nc1ncc([N+](=O)[O-])s1 (stereo partly drawn)	-5	11	-2%	6%	-4%	34	0.2%	5	-8
27	CCOc1ccccc1NC(=O)c1nnn(CC(=O)Nc2ccccc2CC)c1N	-9	3	-6%	3%	-2%	-6	5.8%	-1	23
28	CN(C)c1ccc(C2Nc3cccc4cccc(c34)N2)cc1	-5	3	0%	-5%	0%	-3	0.2%	2	nt
29	CCOc1c(OC)cccc1C1CC(=O)Nc2cc3c(cc21)OCCO3 (stereo not drawn)	2	-1	4%	-23%	-1%	-11	3.1%	3	nt
30	CC(C)C1Oc2ccccc2N(CC(=O)N(C)C2CCCCC2)C1=O (stereo not drawn)	-1	-6	-3%	-1%	-1%	7	1.6%	3	-11
31	CC1(C)Cc2cccc(OCC(=O)NCc3cccs3)c2O1	2	-2	-24%	-5%	0%	2	0.5%	0	-5
32	CSc1ncccc1C(=O)OCC(=O)NCc1ccccc1	-12	nt	2%	-7%	-3%	-2	0.5%	1	6
33	COc1ccccc1C(=O)C1CCCN(C(=O)c2cc(C(C)C)no2)C1 (stereo not drawn)	-15	-5	5%	0%	-2%	-1	2.1%	4	2
34	COc1ccc(-n2c(C)c3c(C)nnc(C)c3c2C)cc1OC	0	nt	-1%	1%	-5%	nt	nt	nt	nt
35	O=C(CSc1nncs1)NNC(=O)c1ccccc1Br	-5	nt	-6%	0%	-5%	nt	nt	nt	nt
36	COc1ccc2[nH]c3nc(SCC(=O)NC4CC4)nnc3c2c1	-6	-5	-17%	0%	1%	3	-0.4%	1	-13
37	COc1ccc(C2CC(=O)c3c([nH]c(C(=O)OC(C)C)c3C)C2)cc1OC (stereo not drawn)	4	-9	0%	1%	-4%	-1	0.6%	7	-12
38	O=C(C1=C[C@H](c2coc3ccccc3c2=O)C[C@H](OCCCCO)O1)N1CCN(Cc2ccc3c(c2)OCO3)CC1	-2	1	-4%	0%	0%	-6	0.4%	-2	11
39	CCOC(=O)c1[nH]c(C)c(/C(O)=C2\C(=O)C(=O)N(CCN(C)C)C2c2ccc(C)o2)c1C (stereo not drawn)	8	-4	-13%	?	-7%	18	3.6%	0	5
40	C/C(=N\NS(=O)(=O)c1ccc([N+](=O)[O-])cc1)c1c[nH]c2ccccc12	0	-2	1%	0%	8%	-6	-0.5%	4	-6
41	CC(=O)N1c2ccc(S(=O)(=O)N3CCC(C(=O)Nc4cc(C)cc(C)c4)CC3)cc2CC1C (stereo not drawn)	-2	-3	-17%	1%	-3%	-18	1.7%	4	-22
42	CSc1ccc(/C=N/N(C)S(=O)(=O)c2ccc(C)cc2)cc1	1	-12	3%	-4%	-1%	-4	5.2%	12	-9
43	O=C(O)CCCNc1c(C(=O)Nc2ccc(Cl)cc2)cc([N+](=O)[O-])cc1[N+](=O)[O-]	-1	-2	-2%	-5%	-3%	-4	2.3%	-2	-8
44	CC(=O)Nc1ccc(NC(=O)CSc2nnc(-c3ccc(NS(C)(=O)=O)cc3)n2C)cc1C	-17	-1	2%	-1%	-1%	2	3.6%	0	5
45	CC1CCCCN1C(=O)CSc1nc(N)nc(N)n1 (stereo not drawn)	-9	-5	-4%	0%	-3%	24	-1.8%	0	-4
46	CN(C)S(=O)(=O)c1ccc(C(=O)NCC2(N3CCCCC3)CCCCC2)cc1	3	-11	10%	-1%	9%	31	-0.2%	2	4
47	Fc1ccc(-c2csc3[n+]2CCS3)cc1	-16	4	-5%	-1%	-6%	5	-4.5%	0	20

# From PubChem BioAssay

# A portion of the library; count on the stated rates, not on these rows.
